High-throughput results (PubChem)
SR-BI DiI inh: inhibitors of mouse SR-BI mediated HDL lipid uptake. Q61009. ldlA[mSR-BI] CHO cells, DiI-HDL uptake fluorescence, 3 h. inhibition, % at 12.5 µM. 320,000 tested, 0.96% active;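 active = mean replicate inhibition of at least 70% and a set share of replicates each scoring 70 or more; inconclusive = meets just one of the two criteria; inactive = fails both criteria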;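 also: 0% = median of neutral control wells and 100% = median of positive control wells; values of inactives mirror those of a sister screen read the other way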
NSD2 HMT inh: inhibitors of human histone methyltransferase NSD2. O96028. NSD2 peptide methylation, AlphaScreen, 120 min. inhibition, % at 12.5 µM. 310,000 tested, 0.54% active; in the data active = inhibition above about 50%
Arrestin-AP2 inh: blocks beta-arrestin peptide binding to AP2 adaptin; FITC-arrestin peptide / GST-AP2 beads, flow cytometry; AP2 beta2 appendage carries R879A mutation; inhibition, % at 10 µM; 340,000 tested, 0.31% active; AID 504490;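 active = inhibition above a set limit, near 3 SD of compounds lacking own fluorescence, cut at about 54% in these data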;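 also: plate controls were DMSO wells for no effect and 5 µM unlabelled arrestin peptide for full effect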
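system = GST-tagged AP2 beta2-adaptin appendage (R879A) on 4 µm glutathione beads | reagent = FITC-labelled arrestin peptide probe, 50 nM final | schedule = compound with beads 12 min RT, then probe 1 h RT | signal = HyperCyt-sampled flow cytometry, FL1 channel, ex 488/em 535 nm | read-out = percent response from loss of bead-bound FITC fluorescence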
PvdQ inh: blocks Pseudomonas aeruginosa PvdQ acylase activity; purified PvdQ acylase, fluorescence plate reader; inhibition, % at 10 µM; 340,000 tested, 0.063% active; AID 488965; in the data active = inhibition above about 30%, passing the limit was not always enough; inconclusive = no clear call, values can overlap the other calls;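 also: 0% = vehicle neutral wells and 100% = reference inhibitor wells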
SR-BI uptake up: activators of SR-BI mediated HDL lipid uptake; activation, % at 12.5 µM; 320,000 tested, 0.096% active; AID 504775; CHO ldlA[mSR-BI] cells, DiI-HDL uptake fluorescence, 3 h; 100 = double the neutral-control signal;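 active = mean replicate activation of at least 60% and every replicate at or above 60%; inconclusive = mean or all-replicate condition met, but not both; inactive = mean below 60% and not all replicates reaching 60%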;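 also: 0% = median plate neutral-control signal and 100% = twice that signal; values of inactives mirror those of a sister screen read the other way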
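Test system: SR-BI-overexpressing, LDLR-lacking CHO cells. Measured by: DiI fluorescence, bottom read. Medium: Ham's F12 with 0.5% BSA, HEPES 25 mM, pH 7.4. Timing: 3 h uptake period with compound, 37 °C.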
C-LANA FP: inhibitors of KSHV LANA C-terminal domain DNA binding | MBP-C-LANA/FAM-LBS DNA binding, fluorescence polarization | inhibition, % at 9 µM | 340,000 tested, 0.078% active | AID 504423;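 active = highest replicate inhibition at or above 60% at 9 µM, even if other replicates fall short; inactive = all replicates below 60% inhibition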;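 also: 0% = neutral control wells and 100% = 4 µM acridine orange control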
PKA-R2B act: activates the human PKA-R2B holoenzyme complex | P22694+P31323 | PKA-R2B holoenzyme dissociation, Cy5-IP20 fluorescence polarization; R2B truncated from residue 108, S112A mutant; 0% DMSO only, 100% 113 µM cGMP | activation, % at 11.4 µM | 340,000 tested, 0.079% active | AID 504700;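 active = activation above a cutoff set at the mean over all compounds plus 3 SD, cut at about 18% in these data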;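 also: higher means more holoenzyme dissociation and a rise in polarization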
Target sequence (P31323 whole entry, looked up, other chains not shown, the tested form may be a part): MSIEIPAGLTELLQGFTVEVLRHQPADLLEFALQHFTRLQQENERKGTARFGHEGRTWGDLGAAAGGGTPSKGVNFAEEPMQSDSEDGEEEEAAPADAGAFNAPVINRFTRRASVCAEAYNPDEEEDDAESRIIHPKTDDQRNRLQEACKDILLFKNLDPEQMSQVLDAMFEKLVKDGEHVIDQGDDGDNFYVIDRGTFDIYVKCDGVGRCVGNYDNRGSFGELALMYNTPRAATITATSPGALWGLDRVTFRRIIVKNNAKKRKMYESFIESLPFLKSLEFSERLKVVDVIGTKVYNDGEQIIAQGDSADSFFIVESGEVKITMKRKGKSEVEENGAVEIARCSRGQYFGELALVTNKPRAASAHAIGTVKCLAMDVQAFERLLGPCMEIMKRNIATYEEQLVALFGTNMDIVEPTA
Keap1 Nrf2 FP: Keap1-Nrf2 (human) interaction inhibition | Q14145 | 340,000 tested, 0.15% active | Keap1 Kelch-Nrf2 peptide fluorescence polarization, 1536-well | inhibition, % at 9.4 µM | AID 504523; in the data active = inhibition above about 12%; inconclusive = no clear call, values can overlap the other calls; inactive = below about 7.3%;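 also: human Keap1 Kelch domain with fluorescein labeled Nrf2 9mer peptide probe; 0% = neutral control wells and 100% = peptide positive control; higher means more block of Keap1 binding to Nrf2 peptide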
DAGLB inhibitor: blocks human DAGLB lipase activity; Q8NCG7; HEK293T DAGLB membrane lysate, EnzChek fluorogenic substrate; inhibition, % at 5.17 µM; 340,000 tested, 0.059% active; in the data active = inhibition above about 34%;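 also: 0% = enzyme with vehicle and 100% = wells lacking enzyme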
Target sequence (Q8NCG7 whole entry, looked up): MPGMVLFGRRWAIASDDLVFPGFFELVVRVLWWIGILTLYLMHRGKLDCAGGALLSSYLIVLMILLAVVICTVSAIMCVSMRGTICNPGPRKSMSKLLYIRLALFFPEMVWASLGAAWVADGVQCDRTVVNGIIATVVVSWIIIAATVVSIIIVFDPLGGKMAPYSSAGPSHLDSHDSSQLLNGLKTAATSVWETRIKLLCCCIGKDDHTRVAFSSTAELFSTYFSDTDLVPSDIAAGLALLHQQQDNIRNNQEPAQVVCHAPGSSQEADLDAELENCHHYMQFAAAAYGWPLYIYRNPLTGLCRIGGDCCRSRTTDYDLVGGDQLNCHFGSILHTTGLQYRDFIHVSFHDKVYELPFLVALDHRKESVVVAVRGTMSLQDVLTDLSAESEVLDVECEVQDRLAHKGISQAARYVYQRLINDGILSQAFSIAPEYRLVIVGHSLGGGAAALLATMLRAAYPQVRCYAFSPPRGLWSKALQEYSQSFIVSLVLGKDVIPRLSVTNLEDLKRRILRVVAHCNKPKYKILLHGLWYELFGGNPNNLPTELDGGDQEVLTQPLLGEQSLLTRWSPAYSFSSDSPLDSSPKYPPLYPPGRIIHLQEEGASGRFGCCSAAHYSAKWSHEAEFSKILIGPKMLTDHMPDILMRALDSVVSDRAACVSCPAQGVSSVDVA
Cardiac RTF inh: cardiac RTF calcium desensitization | inhibition, % at 7.15 µM | P19429+P45379 | 340,000 tested, 0.12% active | AID 493244 | IANBD-labeled cardiac RTF, Ca2+ fluorescence;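 active = inhibition above the mean inhibition of all tested compounds plus 3 SD, cut at about 17% in these data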;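 also: assay run at fixed EC70 calcium of 1.6 mM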
* marks the source's active call; other numbers are inactive results; ? = inconclusive; · = no result given. An unsorted share of the library. About 2.1% of those tested had a hit in this group.

SMILES | SR-BI DiI inh | NSD2 HMT inh | Arrestin-AP2 inh | PvdQ inh | SR-BI uptake up | C-LANA FP | PKA-R2B act | Keap1 Nrf2 FP | DAGLB inhibitor | Cardiac RTF inh
O=C(NCc1ccco1)C1CCN(C(=O)Cc2ccccc2)CC1 | -5 | 31 | 28 | 3 | 5 | 0.8 | 0 | -1 | 0 | -20
Cc1cc(N(C)C)c(C#N)c(N2CCCCC2)n1 | -3 | -2 | 5 | -18 | 3 | -0.3 | -26 | 0 | -5 | 4
O=C(COC(=O)c1ccc([N+](=O)[O-])o1)NC1CCCC1 | -18 | 5 | -2 | -11 | 18 | 1.0 | -6 | 5 | 1 | 0
CC(=O)Nc1cccc(NC(=O)CSc2nnc(NC(=O)C3CC3)s2)c1 | -11 | 2 | 15 | -2 | · | 1.2 | -5 | 2 | -2 | 1
COc1ccc(CCNC(=O)c2ccc(-c3ccc([N+](=O)[O-])cc3Cl)o2)cc1OC | 0 | -3 | 2 | -2 | 0 | -1.6 | 3 | 3 | -3 | -14
O=C(CN1C(=O)NC2(CCCC2)C1=O)Nc1ccc(F)c([N+](=O)[O-])c1 | · | -3 | 14 | -7 | · | -0.9 | 0 | 1 | 1 | 1
CN1CCN(S(=O)(=O)c2ccc(NC(=S)NC(=O)C3CCCC3)cc2)CC1 | -10 | 5 | 21 | 1 | 10 | -2.2 | -4 | 3 | -3 | -5
CCC1(CC)NC(=O)N(CC(=O)Nc2ccc(-n3cnnn3)cc2)C1=O | -43 | -4 | 3 | 9 | 43 | -2.4 | -6 | -5 | -5 | -3
COc1cccc(C(=O)N/N=C/C(Br)=C/c2ccccc2)c1 | -11 | -1 | 5 | -11 | 11 | -2.2 | -9 | -1 | -4 | 4
Cc1ccc(-c2cccc(NC(=O)C3C(C(=O)O)[C@@H]4C=C[C@H]3C4)c2)o1 (some centres undefined) | 2 | 21 | -7 | -10 | -2 | -1.1 | 4 | -6 | -3 | 1
CC1(c2ccc(Cl)cc2)NC(=O)N(CC(=O)N2CCc3ccccc3C2)C1=O (centres undefined) | 8 | · | 15 | 9 | -8 | -0.5 | -11 | 3 | -2 | -2
Cc1ccc(NC(=O)c2ccc(-n3cccn3)c([N+](=O)[O-])c2)cc1C | 54 | -1 | 3 | -14 | -54 | -2.0 | -5 | -5 | 1 | -9
CC(=O)Nc1ccc(NC(=O)C2CCN(C(=O)c3ccc([N+](=O)[O-])cc3)CC2)cc1 | -7 | 46 | -3 | -13 | 7 | -0.7 | -6 | -6 | 0 | -8
CCn1cc(/C=C(\NC(=O)c2ccccc2OC)C(=O)NCCCN2CCOCC2)c2ccccc21 | 4 | 4 | -13 | -15 | -4 | -0.7 | 2 | -2 | -1 | -3
O=C(CSc1nnc(-c2cccnc2)s1)Nc1cccc(C(=O)O)c1 | -2 | -2 | -21 | -7 | 2 | 0.3 | 2 | -2 | 0 | -3
O=C(CCc1nc(-c2ccc(F)cc2)no1)Nc1cccc(C(=O)NC2CC2)c1 | 37 | -2 | -7 | -7 | -37 | -0.2 | -6 | 3 | -2 | -7
COc1ccc(NS(=O)(=O)c2ccc3c(c2)[C@H]2C=CC[C@H]2[C@@H](c2ccc(C(=O)O)cc2)N3)cc1 | 5 | 55* | 0 | -5 | -5 | 113* | -7 | 3 | 9 | 16
C=CCSc1[nH]c(=O)cc(C)c1C(N)=O | -22 | -1 | 0 | -15 | 22 | 0.9 | -5 | -4 | 0 | -9
CCS(=O)(=O)NCC(c1cccnc1)N1CCN(c2ccccc2)CC1 (centres undefined) | -19 | · | 1 | 4 | 19 | -0.5 | 8 | 5 | -1 | 0
C=C(C)COc1ccc2c(CC)cc(=O)oc2c1 | 15 | -3 | 0 | -7 | -15 | 1.0 | -6 | 1 | -6 | 1
COc1ccc(/C=C(/C#N)c2cccnc2)cc1OC | 28 | · | 6 | -1 | -2 | -0.8 | 3 | 2 | 0 | 10
O=C(CN1CCOCC1)Nc1ccc(F)cc1 | -20 | -1 | 34 | 1 | 20 | -0.2 | 1 | 3 | -2 | 1
O=C(CCSCCc1ccccn1)Nc1nccs1 | -6 | · | 4 | -6 | 6 | -1.6 | -5 | -3 | 4 | -13
O=C(CN1CCCC1)NC(c1ccccc1)c1ccccc1 | -20 | 1 | -5 | -17 | 20 | 0.8 | 0 | -4 | 3 | -10
COc1cc(NC(=O)CN(C)S(=O)(=O)c2cccs2)cc(OC)c1 | 8 | -1 | -52 | 3 | -8 | 0.9 | -4 | -2 | -4 | 0
Cc1ccc(NC(=O)Cn2cc(S(=O)(=O)c3ccc(C)cc3)c(=O)c3cc(F)ccc32)cc1 | 4 | · | 5 | -15 | -4 | 0.7 | 5 | -7 | -3 | -8
COc1ccc(NC(=O)c2ccc3c(c2)OCCO3)cc1OC | 28 | -2 | 21 | 17 | -28 | 0.6 | -6 | 0 | -3 | 7
O=C(/C=C/c1ccccc1)Nc1ccc(N2CCCCC2)cc1 | 26 | 1 | -2 | -6 | -26 | 0.1 | -1 | -4 | 1 | -2
O=C(N/N=C/c1cccnc1)C(O)(c1ccccc1)c1ccccc1 | 8 | -3 | -1 | -7 | -8 | -0.6 | -1 | -1 | 2 | 3
CCOC(=O)C1=C(COc2ccccc2)NC(=O)NC1c1cccc([N+](=O)[O-])c1 (centres undefined) | 54 | · | 7 | -2 | -54 | 0.7 | -8 | 2 | -1 | -9
N#Cc1ccc(NC(=O)CN2C(=O)NC(Cc3ccccc3)C2=O)cc1 (centres undefined) | 9 | -2 | -2 | -2 | -9 | -0.3 | -3 | 3 | 1 | -3
COc1ccc(-c2cc(C(=O)Nc3ccc(F)cc3F)no2)cc1 | 10 | -6 | -11 | -10 | -10 | -0.9 | -4 | 5 | 0 | -3
O=C(O)c1ccc2c(c1)ncn2C1CCCCC1 | -24 | -2 | -19 | -2 | 24 | -0.9 | 1 | 4 | 0 | -2
Cc1ccc(NC(=O)CCc2nc3ccccc3s2)c(O)c1 | -10 | 0 | 25 | 2 | 10 | -0.3 | -7 | -6 | -1 | 7
COc1ccc2c(c1)c(C(O)CN1CCC(Cc3ccccc3)CC1)c(C)n2C (centres undefined) | 27 | 26 | 32 | -1 | -27 | -0.8 | -16 | 4 | 6 | -10
COc1ccc(N(CC(=O)NCC2CCCO2)S(=O)(=O)c2c(C)noc2C)cc1 (centres undefined) | -65 | 1 | 1 | 4 | ? | 1.2 | 1 | -4 | 0 | -10
O=C(Nc1ccc2c(c1)OCO2)c1cc2nc(C3CC3)cc(C(F)(F)F)n2n1 | 13 | -1 | -3 | -12 | -13 | -0.2 | 1 | -3 | -1 | -3
C[N+](C)(CCOc1ccccc1)Cc1ccccc1 (tested in a mixture with another compound) | -12 | 9 | -1 | -6 | 12 | 1.0 | 5 | -7 | 3 | 5
CN(Cc1ccc2ccccc2c1)C(=O)c1ccc(C(F)(F)F)cc1 | · | -12 | 14 | -1 | · | -0.4 | -7 | -2 | -9 | -11
Cc1c(/C=N/NC(=O)c2cc(Br)ccc2O)c(=O)n(C)c(=O)n1C | 4 | -2 | -22 | -11 | -4 | 0.7 | -7 | -5 | -2 | 3
CC(=O)Oc1ccc(/C=N\NC(=O)c2cc3c(ccc4ccccc43)o2)cc1 | -10 | -1 | 1 | -10 | 10 | 0.6 | 4 | -5 | -2 | -3
COc1ccccc1C(=O)NCC(=O)NNC(=O)c1cccs1 | -3 | -1 | -6 | -17 | 3 | -2.1 | 1 | -7 | 1 | -13
O=C(Nc1ccc(C(=O)N2CCCC(CO)C2)cc1)c1ccc(Br)o1 (centres undefined) | 18 | · | -1 | -15 | -18 | -2.8 | -8 | -4 | 1 | -3
COc1ccc(C(=O)C2CCCN(S(=O)(=O)C(C)C)C2)c(C)c1 (centres undefined) | 9 | 0 | 18 | -3 | -9 | -0.3 | 4 | 2 | -1 | 1
O=[N+]([O-])c1ccc(N2CCN(c3ccc(F)cc3)CC2)cn1 | · | -2 | 24 | -5 | · | -1.8 | 2 | -3 | 0 | -7
COc1ccc(-n2c(Cc3cc(=O)[nH]c(=O)[nH]3)nnc2SCC(=O)Nc2cc(C(F)(F)F)ccc2Cl)cc1 | 27 | 0 | 2 | 4 | -27 | 0.1 | 1 | 4 | 2 | -5
COc1ccccc1C(=O)N(Cc1ccc(Cl)cc1)C1CCS(=O)(=O)C1 (centres undefined) | -25 | -7 | -3 | -10 | 25 | 0.0 | -4 | -2 | -5 | -4
Cc1sc2ncnc(N3CCN(S(=O)(=O)c4ccc(F)cc4)CC3)c2c1C | 1 | 9 | -3 | -15 | -1 | -0.1 | -4 | -1 | -3 | 0
COc1ccccc1CNC(=O)c1ccc(C)s1 | 15 | -1 | 2 | -4 | -15 | -0.3 | -1 | -1 | -1 | -1
CC(C)CNS(=O)(=O)c1ccc(OCC(=O)Nc2ccc3c(c2)OCO3)c(Cl)c1 | 13 | 0 | -4 | -17 | -13 | 0.5 | -5 | 2 | -1 | -6

4 entries from above in a different format:
> COc1ccc(C(=O)C2CCCN(S(=O)(=O)C(C)C)C2)c(C)c1 (centres undefined)
  SR-BI DiI inh = 9	NSD2 HMT inh = 0	Arrestin-AP2 inh = 18	PvdQ inh = -3	SR-BI uptake up = -9	C-LANA FP = -0.3	PKA-R2B act = 4	Keap1 Nrf2 FP = 2	DAGLB inhibitor = -1	Cardiac RTF inh = 1

> O=C(Nc1ccc(C(=O)N2CCCC(CO)C2)cc1)c1ccc(Br)o1 (centres undefined)
  SR-BI DiI inh = 18	NSD2 HMT inh = ·	Arrestin-AP2 inh = -1	PvdQ inh = -15	SR-BI uptake up = -18	C-LANA FP = -2.8	PKA-R2B act = -8	Keap1 Nrf2 FP = -4	DAGLB inhibitor = 1	Cardiac RTF inh = -3

> CC(=O)Oc1ccc(/C=N\NC(=O)c2cc3c(ccc4ccccc43)o2)cc1
  SR-BI DiI inh = -10	NSD2 HMT inh = -1	Arrestin-AP2 inh = 1	PvdQ inh = -10	SR-BI uptake up = 10	C-LANA FP = 0.6	PKA-R2B act = 4	Keap1 Nrf2 FP = -5	DAGLB inhibitor = -2	Cardiac RTF inh = -3

> Cc1sc2ncnc(N3CCN(S(=O)(=O)c4ccc(F)cc4)CC3)c2c1C
  SR-BI DiI inh = 1	NSD2 HMT inh = 9	Arrestin-AP2 inh = -3	PvdQ inh = -15	SR-BI uptake up = -1	C-LANA FP = -0.1	PKA-R2B act = -4	Keap1 Nrf2 FP = -1	DAGLB inhibitor = -3	Cardiac RTF inh = 0
